PV pol inh: poliovirus RdRp elongation inhibitors, primary screen, biochemical, fluorescence polarization, total intensity. Genome polyprotein (Poliovirus type 1 (strain Mahoney)), P03300. poliovirus polymerase elongation; active compounds read low. % elongation, % (compound at 16.7 µg/mL). actives 0.66% (n = 150,000). AID 588519, 2011; in the data active = % elongation below about 90%; also: some results filed as inactive read as strong as hits
Target sequence (P03300 1749-2209 limits assumed): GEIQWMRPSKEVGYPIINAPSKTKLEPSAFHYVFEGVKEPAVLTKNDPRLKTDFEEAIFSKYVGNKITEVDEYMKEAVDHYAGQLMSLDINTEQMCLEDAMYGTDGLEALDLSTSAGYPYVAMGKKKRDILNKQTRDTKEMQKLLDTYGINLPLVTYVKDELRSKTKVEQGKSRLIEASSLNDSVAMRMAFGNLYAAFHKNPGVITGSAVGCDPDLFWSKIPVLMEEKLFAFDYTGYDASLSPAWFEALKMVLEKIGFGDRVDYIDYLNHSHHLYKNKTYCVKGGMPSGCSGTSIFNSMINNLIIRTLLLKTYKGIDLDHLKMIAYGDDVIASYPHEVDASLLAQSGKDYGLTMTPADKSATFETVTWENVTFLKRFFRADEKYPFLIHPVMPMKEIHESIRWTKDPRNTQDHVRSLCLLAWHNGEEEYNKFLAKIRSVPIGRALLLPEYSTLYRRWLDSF
PV pol inh FP z-score: second read-out of PV pol inh, no call of its own (marks repeat the call); z-score; measured here: FP z-score; hits read low
* = called active by the depositor; & = joins results of further samples. The list is partial. The share of hits here may be higher or lower than overall.

SMILES | PV pol inh | PV pol inh FP z-score
Cc1cc(Cc2cccs2)c(=O)[nH]n1 | 99.0 | -0.8
O=C(NCCN1CCCCC1)Nc1ccccc1 | 102.0 | 1.1
CCc1ccc(OC)c(S(=O)(=O)N2CCCCC2)c1 | 101.0 | -0.5
O=C(NCCc1ccc(F)cc1)c1ccco1 | 102.0 | 0.1
Nc1ccc(S(=O)(=O)N2CC(=O)NC(=O)C2)cc1 | 100.0 | 0.2
Cc1ccc(NC(=O)CSc2nc3c(sc4ccccc43)c(=O)n2CCCC(=O)NC2CCCC2)cc1C | 105.0 | 0.2
O=C(NC1CCCC1)c1ccc2c(=O)n(Cc3ccccc3)c(SCc3cccc([N+](=O)[O-])c3)nc2c1 | 112.0 | 1
O=C(CSc1nc2c([nH]c3ccccc32)c(=O)n1-c1ccc(Cl)cc1)N1CCCC1 | 110.0 | 0.7
CCS(=O)(=O)N1CCc2cc(C(=O)NCCc3ccc(OC)cc3)ccc21 | 99.0 | -1.9
COc1cc(-c2cn[nH]c2N)cc(OC)c1OC | 100.0 | 0.1
O=C(OCc1cc(=O)n2ccsc2n1)c1ccccc1NCCO | 101.0 | -0.2
Cc1ccc(C(=O)Nc2ccc(F)cc2)cc1S(=O)(=O)N1CCCCCC1 | 106.0 | 0.5
COc1ccc(C(=O)/C=C/Nc2ccc(S(=O)(=O)Nc3cnc4ccccc4n3)cc2)cc1 | 101.0 | -0.2
CCN(CC)c1ccc2cc(-c3nc(-c4cc(OC)c(OC)c(OC)c4)no3)c(=O)oc2c1 | 104.0 | -1.1
COc1cc(SC)ccc1C(=O)Nc1ccc(S(=O)(=O)N(C)C)cc1 | 102.0 | -0.1
CC1=C(C(=O)N2CCN(Cc3ccccc3)CC2)C2(CCCCC2)OC1=O | 100.0 | -0.4
COc1ccc(C)cc1N(C)C(=O)c1cc2c(=O)[nH]c3ccc(C)cc3c2s1 | 101.0 | -0.7
CCc1ccccc1NC(=O)CSc1nc2n[nH]c(C)c2c(=N)n1-c1cccc(C)c1 | 102.0 | -0.2
COC(=O)c1sc2nc3ccccc3cc2c1N | 90.0 | -4.3
NNc1ccc(Br)cc1 | 106.0 | 0.2

Continued (2 carried over from the part before).
SMILES | PV pol inh | PV pol inh FP z-score
COC(=O)c1sc2nc3ccccc3cc2c1N | 90.0 | -4.3
NNc1ccc(Br)cc1 | 106.0 | 0.2
CSC(SC)=C(C#N)C(=O)c1cccc(C(F)(F)F)c1 | 95.0 | -2.5
c1ccc(N2CCN(Cc3nnnn3Cc3ccc4c(c3)OCO4)CC2)cc1 | 100.0 | -0.6
O=c1[nH]c2ccccc2s1 | 101.0&101.0 | -0.1&0
Cc1cccc(-n2c(/C=C/c3cccc4ccccc34)nc3ccccc3c2=O)c1 | 111.0 | 0.7
CN(C)S(=O)(=O)c1ccc2c(c1)N(CC(=O)N1CCN(c3cccc(Cl)c3)CC1)CCS2 | 111.0 | 0.9
CC1CCc2noc(NC(=O)c3ccc([N+](=O)[O-])cc3)c2C1 (configuration not stated) | 113.0 | 1
O=C(Nc1c(-c2ccccc2)nc2ccccn12)c1ccccc1F | 97.0 | -2.1
O=c1[nH]c2ccccc2nc1/C=C(\O)c1cccc2ccccc12 | 103.0 | 0.3
CCOc1cccc2sc(N(CCN(CC)CC)C(=O)c3ccco3)nc12 | 94.0 | -2.5
COCCCNC(=O)c1ccc(CSc2nc3cccnc3n2Cc2ccc(OC)cc2)cc1 | 112.0 | 0.4
COc1ccc(C(=O)Nc2nnc(C3=COCCO3)o2)cc1 | 102.0 | 0.4
NNC(=O)c1ccccc1OCc1ccc(Cl)cc1 | 104.0 | 0.3
CN(C)N=Nc1ccc(Oc2ccccc2)cc1 | 107.0 | 1.3
CCOc1ccc(CCNC(=O)c2cc3sccc3n2CC)cc1OCC | 107.0 | 0.6
CCC(C)[C@H]1O[C@]2(C=C[C@@H]1C)C[C@@H]1C[C@@H](C/C=C(\C)[C@@H](OC3C[C@H](OC)C(O[C@H]4C[C@H](OC)[C@@H](O)[C@H](C)O4)[C@H](C)O3)[C@@H](C)/C=C/C=C3\CO[C@@H]4[C@H](O)C(C)=C[C@@H](C(=O)O1)[C@]34O)O2 (some centres not stated) | 104.0 | 1
CCOC(=O)c1c(CNC(C)C)oc2ccc(OC)cc12 | 98.0 | -0.6
CN1C(=O)NC(c2ccc(O)cc2)C2=C1CN(CCO)C2=O (configuration not stated) | 105.0 | 0.3
CN(CCC#N)C(=O)c1cc2c(s1)-c1ccccc1S(=O)(=O)C2 | 103.0 | 0.1
COc1ccc(Cl)cc1NC(=O)CCn1c(=O)c2cccn2c2ccccc21 | 112.0 | 0.9
Cc1csc2nc(SCCC(=O)Nc3ccccc3)[nH]c(=O)c12 | 101.0 | -0.4

Reprinted from the part before: four compounds, followed by the next part.
SMILES | PV pol inh | PV pol inh FP z-score
CN1C(=O)NC(c2ccc(O)cc2)C2=C1CN(CCO)C2=O (configuration not stated) | 105.0 | 0.3
CN(CCC#N)C(=O)c1cc2c(s1)-c1ccccc1S(=O)(=O)C2 | 103.0 | 0.1
COc1ccc(Cl)cc1NC(=O)CCn1c(=O)c2cccn2c2ccccc21 | 112.0 | 0.9
Cc1csc2nc(SCCC(=O)Nc3ccccc3)[nH]c(=O)c12 | 101.0 | -0.4
c1ccc(OCc2nnc(-c3ccccc3)o2)cc1 | 100.0 | -0.1
COc1cccc(CNC(=O)CCCCCn2c(=O)[nH]c3cc(OC)c(OC)cc3c2=O)c1 | 101.0 | -1.2
CCSc1oc(-c2ccco2)nc1S(=O)(=O)c1ccc(Br)cc1 | 101.0 | -1.3
O=C(NCCc1ccccc1)c1ccc(CSc2nc3ccncc3n2Cc2ccccc2F)cc1 | 109.0 | -0.2
C=CCn1c(=S)[nH]c2sccc2c1=O | 105.0 | 0.4
FC(F)(F)c1ccccc1N=C1CCCc2ccccc21 | 107.0 | 0.5
CC(C)n1c(COc2ccc(Cl)cc2)nc2ccccc21 | 105.0 | 0.3
CCN1CC(=O)N(c2ccccc2OC)C1=S | 105.0 | 0.1
CCOC(=O)C1CCCN(C(=O)c2ccc3c(c2)sc2nc(-c4ccc(CC)cc4)cn23)C1 (configuration not stated) | 103.0 | -0.6
CCn1nc(C(=O)OCC(=O)c2cc(C)n(Cc3cccs3)c2C)c2ccccc2c1=O | 101.0 | 0.1
CC(OC(=O)c1ccco1)C(=O)Nc1ccccc1-c1ccccc1 (configuration not stated) | 102.0 | -0.1
CCOC(=O)c1cncc(C#CCOC(=O)c2c(-c3ccccc3)noc2C)c1 | 102.0 | -0.3
Cc1cc(-c2ccccc2)n2nc(-c3ccccc3)cc2n1 | 109.0 | 1.3
COc1ccc(C2C(C(=O)Nc3ccc(C)cc3C)=C(C)Nc3nc4ccccc4n32)c(OC)c1 (configuration not stated) | 110.0 | 1.2
CCCOc1ccc(C2c3c(oc4ccc(F)cc4c3=O)C(=O)N2CCc2ccc(OC)cc2)cc1 (configuration not stated) | 107.0 | 0.3
C=CCC(Nc1ccc(OC)cc1)c1ccco1 (configuration not stated) | 106.0 | 0.2
CCCCn1c(CCc2cc(OC)c(OC)c(OC)c2)nc2cc(S(N)(=O)=O)ccc21 | 102.0 | 0.1
CCOc1ccccc1CNC(=O)CCc1c(C)nn(-c2ccc(N3CCOCC3)nn2)c1C | 103.0 | -0.9
C=CCN(CC=C)S(=O)(=O)c1ncn[nH]1 | 102.0 | 0
CCOC(=O)c1n[nH]c(=S)[nH]c1=O | 102.0&97.0 | -0.2&-1

Quoted at random: 2 entries already listed, in no set order.
SMILES | PV pol inh | PV pol inh FP z-score
C=CCC(Nc1ccc(OC)cc1)c1ccco1 (configuration not stated) | 106.0 | 0.2
CC(OC(=O)c1ccco1)C(=O)Nc1ccccc1-c1ccccc1 (configuration not stated) | 102.0 | -0.1

(listing goes on)
SMILES | PV pol inh | PV pol inh FP z-score
CC(=O)Nc1ccc(NC(=O)C(C)OC(=O)C2CC3C=CC2C3)cc1 (configuration not stated) | 102.0 | 0.1
Cc1cc(C(=O)N2N=C(C3CC3)CC2(O)C(F)(F)F)c2ccccc2n1 (configuration not stated) | 101.0 | -0.4
CCN(Cc1ccccc1)C(=O)Cc1ccccc1 | 99.0 | -0.2
CCOc1ccc(NC(=O)Cn2nc(Cc3cccnc3)c3ccccc3c2=O)cc1 | 106.0 | 0.5
C=CCSc1nc2sc3c(c2c(=O)n1-c1ccc(C)cc1)CCC3 | 104.0 | 0.2
Cc1ccccc1NC(=O)Cc1nnc(SC(C)c2nc3ccccc3c(=O)[nH]2)n1C (configuration not stated) | 104.0 | 0.8
CC(C)Cn1cnc2c1c(=O)n(Cc1coc(-c3ccccc3)n1)c(=O)n2Cc1ccccc1 | 102.0 | -0.2
CSc1sc(NC(=O)N2CCOCC2)c(-c2ccc(Cl)cc2)c1C#N | 106.0 | 0.2
CCOCCCNC(=O)C(c1ccc(Cl)cc1)N(Cc1ccc2c(c1)OCO2)C(=O)c1ccccc1O (configuration not stated) | 104.0 | 0
O=C(c1cccc(F)c1)N1CCN(Cc2c[nH]c3ccccc23)CC1 | 103.0 | 0.3
CCC(=O)N1c2ccccc2CC1C(=O)NCc1ccc(N(C)C)cc1 (configuration not stated) | 100.0 | -1.6
O=C(Nc1ccc(Cl)cc1)c1csc(COc2ccc3nonc3c2)n1 | 106.0 | 0.4
Nc1nc(-c2ccccc2)nc2sc3c(c12)CCCC3 | 110.0 | 0.6
CCc1cccc(CC)c1NC(=O)Cn1c(=O)c(-c2cc(C)ccc2NC(C)=O)nc2ccccc21 | 104.0 | -0.4
CNC(=O)NC(=O)C(Sc1nnc(-c2ccc(C)cc2)o1)c1ccccc1 (configuration not stated) | 98.0 | -0.4
CCOc1ccc(NC(=O)CC2C(=O)N(c3ccccc3)C(=O)N2CCc2ccc(OC)cc2)cc1 (configuration not stated) | 108.0 | 0.4
COc1ccc(C2CCCN2Cc2nc(N)nc(Nc3ccc(C)cc3)n2)c(OC)c1 (configuration not stated) | 106.0 | 0.5
Cc1[nH]c2ccccc2c1C1=CSC2=NS(=O)(=O)CCN12 | 95.0 | -0.8
N#Cc1ccccc1Cn1c(SCC(=O)Nc2ccc(F)cc2)nc2ccccc21 | 111.0 | 0.9
Cc1cccn2c(=O)c3cc(C(=O)NC4CCCCC4)c(=N)n(Cc4ccco4)c3nc12 | 93.0 | -2.2
Cc1nc2ccccc2nc1CSc1nnc(-c2cccc(S(=O)(=O)N3CCOCC3)c2)o1 | 97.0 | -0.7
O=C1c2ccccc2C(=O)N1CCN1CCN(Cc2ccccc2)CC1 | 102.0 | 0.2
CCOC(=O)NN1C(=O)c2ccccc2NC1C (configuration not stated) | 100.0 | -0.3
CCOC(=O)c1ccccc1NC(=O)C(=O)Nc1ccc2nc3n(c(=O)c2c1)CCCCC3 | 109.0 | 0.5
O=C(Nc1ccc(F)cc1F)N1CCN(c2ccc(Cl)c(Cl)c2)CC1 | 117.0 | 0.1
Cc1ccc(C(=O)Nc2ccc3oc(-c4ccc(C(C)(C)C)cc4)nc3c2)cc1 | 107.0 | 0.3
COc1ccccc1N1CCN(c2cc(C)nc3nncn23)CC1 | 110.0 | 0.4
COc1ccc(NC(=O)c2sc3nc4c(cc3c2N)CCCCCC4)cc1OC | 107.0 | -0.6
Cc1nc(CC(=O)N/N=C/c2ccc(OCC(=O)O)cc2)cs1 | 103.0 | 0
COc1ccccc1OCCCn1cc(/C=C2/C(=N)N3C=CSC3=NC2=O)c2ccccc21 | 103.0 | 0.2
CCOc1ccc(CCNC(=O)c2ccc(CS(=O)Cc3cccc(Cl)c3)o2)cc1 (configuration not stated) | 105.0 | -0.4
O=c1cccc2n1CC1CC2CN(Cc2nnc(-c3ccc4c(c3)OCO4)o2)C1 (configuration not stated) | 99.0 | -0.2
CC1CCCCN1CCCNC(=O)Cn1cccc1C(=O)c1ccccc1 (configuration not stated) | 104.0 | 0.5
c1cncc(-c2nc3ccc4ccccc4c3c3c2CCCC3)c1 | 98.0 | -0.6
COc1ccc(N2CCC(CNS(=O)(=O)c3cccc(C(F)(F)F)c3)C2)cc1 (configuration not stated) | 104.0 | 1.1
O=C(NCC(c1cccnc1)N1CCc2ccccc21)c1cccc(F)c1 (configuration not stated) | 113.0 | 1.1
CCOC(=O)c1cccc(NC(=O)CSc2ncc3c(n2)-c2ccc(Cl)cc2N(Cc2ccccc2)S3(=O)=O)c1 | 107.0 | 0.1
CCc1nn2c(=O)cc(COC(=O)C3CCCCC3)nc2s1 | 95.0 | -2.1
O=C(NC(CO)CCO)c1ccccc1 (configuration not stated) | 101.0 | -0.4
COC(=O)COc1ccc2oc(=O)cc(-c3cc4ccccc4o3)c2c1 | 100.0 | -0.7
N#CC(C#N)=Cc1ccc(OCC(O)Cn2c3ccccc3c3ccccc32)cc1 (configuration not stated) | 102.0 | 0
O=C(CCCC(=O)c1ccccc1)Nc1ccc(Cl)cn1 | 104.0 | 1.1
NC(=O)c1c(NC(=O)CCN2C(=O)S/C(=C\c3cccs3)C2=O)sc2c1CCC2 | 103.0 | 0.1
COc1ccc(-c2noc(N(C)CC(=O)Nc3cccc(OC)c3)n2)cc1 | 103.0 | -0.1
O=C1COc2ccc(C(=O)C[n+]3cccc([O-])c3)cc2N1 | 138.0 | 4
C=CCNC(=O)CN1N=C(c2ccccc2)CCC1=O | 105.0 | 2.2
Cc1ccc(N2C(=O)c3oc4cc(C)c(C)cc4c(=O)c3C2c2cccc(O)c2)nc1 (configuration not stated) | 105.0 | 0.1
COc1ccc(OCC(=O)N2CCN(Cc3cc(=O)n4nc(-c5ccc(OC)cc5)sc4n3)CC2)cc1 | 106.0 | -0.5

Of the compounds above, 4 have a CF3 group:
SMILES | PV pol inh | PV pol inh FP z-score
CSC(SC)=C(C#N)C(=O)c1cccc(C(F)(F)F)c1 | 95.0 | -2.5
FC(F)(F)c1ccccc1N=C1CCCc2ccccc21 | 107.0 | 0.5
Cc1cc(C(=O)N2N=C(C3CC3)CC2(O)C(F)(F)F)c2ccccc2n1 (configuration not stated) | 101.0 | -0.4
COc1ccc(N2CCC(CNS(=O)(=O)c3cccc(C(F)(F)F)c3)C2)cc1 (configuration not stated) | 104.0 | 1.1

Source: PubChem BioAssay
